Bioassay records from PubChem.
D1 antag = blocks dopamine activation of the human D1 receptor | P21728 | HEK293 TREx D1 cells, calcium flux, dopamine EC80; stronger effect = lower value | activity change, negative = inhibition, % at 10 µM | hit rate 3.2% among 360,000; in the data active = activity change below about -30%; also: % is scaled to controls: 0 for no effect and ±100 for the full control effect
Target sequence (P21728 whole entry, looked up): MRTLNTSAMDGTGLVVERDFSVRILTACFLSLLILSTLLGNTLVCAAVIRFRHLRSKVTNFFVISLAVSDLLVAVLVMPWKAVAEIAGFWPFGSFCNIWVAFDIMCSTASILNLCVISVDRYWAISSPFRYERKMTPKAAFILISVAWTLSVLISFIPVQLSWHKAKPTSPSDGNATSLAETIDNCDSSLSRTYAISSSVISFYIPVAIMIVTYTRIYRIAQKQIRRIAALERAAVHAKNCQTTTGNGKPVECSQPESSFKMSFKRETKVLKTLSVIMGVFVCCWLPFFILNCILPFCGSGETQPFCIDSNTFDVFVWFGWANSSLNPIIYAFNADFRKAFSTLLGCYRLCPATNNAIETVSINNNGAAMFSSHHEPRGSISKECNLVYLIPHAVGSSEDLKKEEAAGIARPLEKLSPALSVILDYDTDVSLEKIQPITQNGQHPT
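Using tetracycline-induced force-coupled D1 Hek293 cells and a calcium dye, signals were followed for 180 s after compound, then for 180 s after EC80 dopamine, to detect inhibitors.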
D1 potentiator = human D1 dopamine receptor positive modulation. potentiation, % at 10 µM. P21728. hit rate 0.036% among 360,000. HEK293 TREx D1 cells, calcium flux, dopamine EC20 potentiation; in the data active = potentiation above about 30%; also: 0% is about no effect
TRHR enhancer = TRH receptor (human) allosteric enhancement; TRHR cells, fluo-8 calcium fluorescence, EC20 TRH enhancement; P34981; AID 493056; hit rate 0.66% among 360,000; enhancement, % at 2 µM; in the data active = enhancement above about 30%; also: 0% is about no effect
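TRHR-expressing cells loaded with fluo-8 calcium dye were read kinetically (ex 480/em 530) during compound addition, then stimulated with an EC20 of TRH (10 nM final). Enhancement of the Gq-mediated intracellular calcium response was scored.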
D2 potentiator = positively modulates the human D2 dopamine receptor allosterically | P14416 | HEK293 T-REx D2, calcium flux, EC20 dopamine potentiation | potentiation, % at 10 µM | hit rate 0.34% among 340,000 | AID 485347;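 active = potentiation over 3 SD above the plate norm, cut at about 30% in these data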; also: 0% is about no effect
Target sequence (P14416 whole entry, looked up): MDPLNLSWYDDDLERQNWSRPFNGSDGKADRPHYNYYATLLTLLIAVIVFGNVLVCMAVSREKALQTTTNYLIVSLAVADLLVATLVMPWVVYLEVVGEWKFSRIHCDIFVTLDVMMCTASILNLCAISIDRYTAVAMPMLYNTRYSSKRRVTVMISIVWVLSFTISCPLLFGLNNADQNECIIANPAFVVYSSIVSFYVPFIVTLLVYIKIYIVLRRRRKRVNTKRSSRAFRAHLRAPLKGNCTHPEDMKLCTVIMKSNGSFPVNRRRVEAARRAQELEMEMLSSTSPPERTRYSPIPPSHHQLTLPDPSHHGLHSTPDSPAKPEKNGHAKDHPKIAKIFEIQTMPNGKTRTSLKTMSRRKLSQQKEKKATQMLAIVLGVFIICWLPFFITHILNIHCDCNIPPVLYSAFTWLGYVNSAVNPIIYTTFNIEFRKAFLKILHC
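Calcium flux readout, no-wash dye, 1 read/s. Inducible HEK293 Trex D2 line, overnight 30 C. Compound alone 180 s (agonist flags), then EC20 dopamine, another 180 s to score potentiation.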
TRHR ag = agonists of human TRH receptor | P34981 | TRHR cells, calcium flux fluo-8, FDSS agonist mode | activation, % at 2 µM | hit rate 0.18% among 360,000; also: 0% is about no effect
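TRHR-expressing cells, plated overnight in medium with 10% serum, were loaded with fluo-8 calcium dye at room temperature. After a 10 s baseline, library compound was pin-added and calcium release was recorded kinetically (ex 480/em 530) as agonist response.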
RXFP1 antag = blocks the human relaxin receptor RXFP1. AID 1259400. hit rate 0.59% among 350,000. activity change, negative = inhibition, % at 57.5 µM. Q9HBX9. HEK293-RXFP1, relaxin-stimulated cAMP HTRF, 30 min; stronger effect = lower value;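 active = activity change of -60% or lower, but not beyond a set lower limit; inconclusive = change between -60% and -40%, or beyond the set limit; inactive = change above -40%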; also: % is scaled to controls: 0 for no effect and ±100 for the full control effect
D2 agonist = activates the human D2 dopamine receptor | HEK293 T-REx D2 cells, calcium flux agonist mode | activation, % at 2 µM | hit rate 0.53% among 340,000 | AID 485358;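 active = activation over 3 SD above normal in the single-dose calcium agonist read, cut at about 30% in these data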; also: 0% is about no effect
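Calcium-flux readout, 1 cycle/sec over 180 s following compound pin transfer, in inducible HEK293 Trex D2 cells (force-coupled); dopamine controls included. Positive calcium responses during this window marked compounds as potential agonists.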
D1 ag = activates the human D1 dopamine receptor | hit rate 1% among 360,000 | AID 504660 | P21728 | activation, % at 2 µM | HEK293 T-REx D1 cells, calcium flux, agonist mode; also: 0% is about no effect
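Agonism was scored from calcium flux recorded over 180 s (1 read/s) after pintool compound addition, following a 10-cycle baseline. Cells were inducible force-coupled HEK293 TREx D1, plated overnight at 30 C and loaded with no-wash calcium dye.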
D2 antag = antagonizes the human D2 dopamine receptor; P14416; HEK293 TREx D2 cells, calcium flux, dopamine EC80; inhibition, % at 10 µM; hit rate 2% among 340,000; AID 485344; in the data active = inhibition above about 30%; also: 0% is about no effect
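HEK293 T-REx D2 cells, tet-induced, calcium dye no-wash. Cpd pintool add, 180 s kinetic, then EC80 DA, 180 s kinetic. Ca flux read.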
* = called active by the depositor; ? = inconclusive; . = not tested or not shown; & = joins results of further samples. Rule as the data show it, unless noted: active = activation above about 30%; inactive = the rest.

The line under a structure holds: D1 antag, D1 potentiator, TRHR enhancer, D2 potentiator, TRHR ag, RXFP1 antag, D2 agonist, D1 ag, D2 antag
CN(Cc1cccc(F)c1)C(=O)CSc1nnnn1C1CC1
    4.5, -4.3, 5.1, 5.2, -0.4, 22.4, -0.3, 1.3, 9.8
Cc1cc(NC(=O)CSc2ncc(C(=O)Nc3ccccc3)c(=O)n2C)no1
    ., -0.9, 6.2, 3.7, 0.4, 7.3, 1.1, 1.6, .
CCN1N=C(C)C=C(c2ccccc2)n2c1nc1ccccc12
    -11.6, -1.6, 1.2, 2.7, -0.4, 5.0, -0.8, 0.9, -0.8
Cc1ccc(OC(C)C(=O)Nc2cc(C)on2)cc1 (stereo not drawn)
    7.5, -2.4, 5.4, ., 1.1, 7.9, ., 0.2, .
Cc1c2cnn(CC(=O)Nc3cccc(C(F)(F)F)c3)c(=O)c2c(C)n1Cc1ccccc1Cl
    5.8, -0.1, 1.8, -1.7, 1.0, -7.9, ., 1.5, .
Cc1ccc(C)c(-n2cc(CN3CCCN(C=O)CC3)c(-c3ccccc3)n2)c1
    4.2, 4.3, 4.3, -3.5, -0.3, 4.8, -0.5, 0.5, -7.3
O=C(CCCN1C(=O)/C(=C/c2ccc(F)cc2)SC1=S)NC1CCS(=O)(=O)C1 (stereo not drawn)
    -5.9, -3.0, 12.5, -6.5, 0.3, -9.6, 0.0, 5.1, 3.2
COc1ccc(CC(=O)OCC(=O)c2ccc(OC)c(OC)c2)cc1
    -31.1*, -4.5, 2.0, 12.5, -0.4, 5.3, -1.5, 2.6, -4.9
CCCCSc1nnc(CSc2nc3nc(C)cc(C)n3n2)o1
    4.2, -4.5, 12.5, 8.8, -0.4, -0.9, -0.8, 1.6, 19.0
C/C(CC(=O)NC12CC3CC(CC(C3)C1)C2)=N\NC(=O)c1cnccn1
    19.7, 6.7, 0.1, 9.7, -0.1, -10.5, 0.3, -0.1, -12.5
Cc1ccc(NC(=O)Nc2ccc3nc(N4CCN(C)CC4)cc(C)c3c2)cc1C
    -9.6, -8.1, 6.6, ., 1.0, -2.6, 0.7, 4.8, .
NNC(=S)NC1CC2CC1C1C=CCC21 (stereo not drawn)
    14.6, -5.0, 1.5, -3.4, 0.4, -1.0, 0.3, 2.4, 1.2
CCOc1ccc(C2N(c3cc(C)on3)C(=O)C3CCCN32)cc1OC (stereo not drawn)
    -4.2, 1.5, 6.5, 16.0, 1.6, 0.7, 0.3, 1.4, -1.3
COC(=O)c1cc(Cl)c(NC(=O)/C=C/c2ccc(Cl)cc2Cl)cc1OC
    -4.1&-8.9, 3.8&-0.6, 4.0&10.5, -5.9&-0.6, -0.4&-0.2, -9.0&-6.4, 0.2&0.1, 0.0&5.4, -5.9
COCc1ccc(CN2CCCCC2C(=O)Nc2ccc(Oc3ccccc3)nc2)o1 (stereo not drawn)
    -18.1, -6.0, -4.7, 0.3, -0.9, -13.9, 0.9, 1.3, 1.3
O=C(CSc1nc2ccccc2s1)N/N=C/c1ccco1
    -1.1, -0.1, -0.1, -7.4, -0.1, -8.0, 0.2, 2.3, 8.9
COc1cccc(NC(=O)c2cccnn2)c1
    2.8, -0.5, 3.0, 0.2, 0.0, -5.2, 0.9, -0.2, 9.3
Cc1ccc(-c2noc(CN3CCOCC3)n2)cc1
    -6.7, -9.0, 4.2, 0.5, 1.1, 6.8, 0.6, 3.0, 26.0
COc1ccc(Cc2nc3c4cnn(-c5ccccc5F)c4ncn3n2)cc1
    -15.5, -0.2, 0.8, -3.7, -0.6, ?, -1.1, -3.0, .
Cn1cc([N+](=O)[O-])c(C(=O)NC2CCCCCC2)n1
    5.4, -3.1, 11.1, 5.4, 0.6, -6.5, -0.1, 2.0, 1.3
CCc1ccccc1S(=O)(=O)Cc1ccc(C(=O)N2CCN(c3ccccn3)CC2)o1
    -7.3, -4.2, 1.4, 2.6, -0.7, ., 0.1, 4.8, 2.3
COCCN(Cc1nc(C(c2ccccc2)c2ccccc2)no1)C(C)C
    -0.2, 3.5, -2.7, -2.6, -0.7, -0.9, -0.2, 14.7, -14.3
COc1cccc(C(=O)Nc2nc(-c3ccc(Br)cc3)ns2)c1
    -8.1, -0.7, -4.5, 1.3, 0.2, -9.3, 0.0, 9.0, .
Cc1ccc(C(=O)NC2CCCCCCC2)c(Cl)c1
    2.0, -8.9, -7.3, 4.8, -0.6, 3.7, 0.8, 0.9, -10.3
COc1ccc(CCNc2ncnc3c2nnn3Cc2ccccc2)cc1
    -9.3, -0.1, -1.1, ., -0.6, 9.9, ., 1.4, .
Cc1c(C)n(CC(O)CN2CCN(C)CC2)c2ccccc12 (stereo not drawn)
    9.0, -1.4, 1.2, 3.8, 0.3, 3.3, 0.6, 2.0, -9.3
CCc1ccc(NC(=O)Nn2cnnc2)cc1
    -3.4, -6.1, -0.3, ., -0.2, 8.2, ., 1.4, .
Cc1cc(N2CCCCC2)c(F)cc1[N+](=O)[O-]
    -17.7, -4.8, 20.2, -11.0, -0.5, 0.9, -0.6, 2.9, 4.5
N#Cc1nc(-c2ccc(F)cc2)oc1NCCCn1ccnc1
    9.9, -1.4, -6.2, 1.8, 0.1, ., 0.0, 1.1, -1.6
CC(NCCS(=O)(=O)c1ccc(Cl)cc1)c1cccc(Cl)c1 (stereo not drawn)
    -14.0, -9.4, -3.7, ., -0.3, 8.3, 3.1, -1.2, -9.2

The last three entries of the part above open the next one:
The line under a structure holds: D1 antag, D1 potentiator, TRHR enhancer, D2 potentiator, TRHR ag, RXFP1 antag, D2 agonist, D1 ag, D2 antag
Cc1cc(N2CCCCC2)c(F)cc1[N+](=O)[O-]
    -17.7, -4.8, 20.2, -11.0, -0.5, 0.9, -0.6, 2.9, 4.5
N#Cc1nc(-c2ccc(F)cc2)oc1NCCCn1ccnc1
    9.9, -1.4, -6.2, 1.8, 0.1, ., 0.0, 1.1, -1.6
CC(NCCS(=O)(=O)c1ccc(Cl)cc1)c1cccc(Cl)c1 (stereo not drawn)
    -14.0, -9.4, -3.7, ., -0.3, 8.3, 3.1, -1.2, -9.2
CCOc1ccc(N(CC(=O)NC2CC3CCC2C3)S(=O)(=O)c2ccc(C)cc2)cc1 (stereo not drawn)
    -11.2, -2.9, -3.4, 13.5, 2.1, 1.1, 1.6, 4.4, 1.8
CCN(CCCNC(=O)c1nn(-c2ccc(OC)c(Cl)c2)c(=O)c2c1c1ccccc1n2C)c1cccc(C)c1
    6.6, 2.4, 5.8, -0.9, 0.5, 1.9, -0.3, 2.8, .
COc1ccc(-c2noc(-c3ccc(N4CCCCC4)c([N+](=O)[O-])c3)n2)cc1
    -0.9, 1.2, 1.9, -1.1, 0.3, ., 0.1, 5.1, .
CCOC(=O)CSc1nc2sc3c(c2c(=O)n1-c1ccccc1)CC(C(C)C)OC3 (stereo not drawn)
    -13.8, 1.1, -1.4, -15.3, 1.1, -6.8, 1.2, 1.1, .
Cn1cc(-c2ccccc2C(N)=O)c(=O)c2cc(Cl)ccc21
    -4.5, -0.5, -4.7, -2.2, 0.3, -7.0, 5.0, 2.5, -6.3
CCOC(=O)N1CCN(C(=O)CCCN2C(=O)CSc3nc(C)cc(C)c32)CC1
    -3.6, 2.4, -0.8, 4.4, -0.8, -13.4, -0.1, 4.5, -9.3
CC1=C(C(=O)N2CCOCC2)C(c2c(F)cccc2F)NC(=O)N1 (stereo not drawn)
    ., -5.6, 1.4, -2.3, 0.8, 8.6, 1.8, -0.4, -3.2
CC(C)CN(C(=O)c1cccc(S(=O)(=O)N2CCCCC2)c1)C1CCS(=O)(=O)C1 (stereo not drawn)
    -0.5&-7.1, -1.1&-0.7, -11.1&-5.4, -4.1, -0.4&0.5, 10.5&7.5, 0.0&3.1, 0.7&0.0, 3.3
COCCNC(=O)C(c1ccccc1)N(Cc1cccs1)C(=O)Cn1nnc2ccccc21 (stereo not drawn)
    2.6, -2.0, -10.5, -2.9, 0.5, -9.7, 0.5, -0.1, -6.3
CC1(C)NC(=O)N(CC(O)COc2cc3ccccc3cc2C(=O)N2CCCCC2)C1=O (stereo not drawn)
    16.3, 1.8, -0.9, 3.7, 0.3, -0.8, -1.2, 0.0, 29.9
Cn1c(CNC(=O)c2ccco2)nnc1SCC(=O)Nc1cccc(F)c1
    22.2, 2.3, -3.0, 3.4, 1.3, -11.9, -0.3, 0.9, -14.9
O=C1C2CCCN2C(c2ccccc2)N1c1ccc(F)cc1 (stereo not drawn)
    4.5, 2.2, -1.7, 12.7, 1.1, -21.9, 1.1, -0.7, -4.6
O=C(Nc1ccc(-c2cn3ccccc3n2)cc1)c1ccc(Cl)cc1
    -10.6, 4.2, 13.2, 13.3, -1.0, -19.9, 0.0, 2.3, -6.3
Cc1ccc2oc(=O)c3cnn(CC(=O)N(Cc4ccco4)C4CCCCC4)c3c2c1
    16.7, ., 2.0, 3.1, -0.6, 6.5, -0.8, 0.0, 32.4*
Cc1c(C)c2ccc(OCC(=O)Nc3ccc(N4CCC(C)CC4)cc3)cc2oc1=O
    1.8, -0.1, -1.3, 14.2, -0.1, -9.7, 0.3, 0.6, -14.6
COc1cccc(-c2cn3nc(C)c(C)nc3n2)c1
    -10.8, -0.5, 26.6, 1.4, 0.1, 8.5, 0.0, -0.4, 9.4
O=[N+]([O-])c1ccc(CNC2CCCc3ccccc32)cc1 (stereo not drawn)
    -23.2, -5.6, -9.2, -19.4, -1.1, 7.6, 0.0, 2.3, 15.5
O=C(/C=C/c1ccccc1Cl)NCc1ccccc1
    2.3, 0.0, -1.8, 3.5, 1.1, -1.4, -0.7, 1.2, -10.3
O=C(NC1CCN(Cc2ccccc2Cl)CC1)c1ccccc1
    -25.5, -15.2, 4.6, -23.4, -0.4, -1.1, -1.5, 2.0, -1.1
CCOc1ccc2cc(/C=C/C(=O)c3ccco3)c(Cl)nc2c1
    2.6, -4.8, 2.0, 9.5, 0.3, 1.7, -0.1, 2.5, -3.2
COc1ccc2cc(C(=O)N3CCCC(Nc4ccc(F)cc4)C3)n(C)c2c1 (stereo not drawn)
    -1.2, 6.3, -5.1, 5.2, 0.1, 1.0, 0.2, 1.8, -6.3
O=C(N/N=C/C=C/c1ccco1)/C(=C/c1ccccc1)NC(=O)c1ccccc1
    -16.4, -12.5, -17.6, -15.4, -0.7, -32.6, -0.8, 1.1, 0.7
O=C1CC(c2ccc(O)c(O)c2)Oc2cc(O)cc(O)c21 (stereo not drawn)
    3.2, -4.0, 8.7, -6.5, -0.3, ., -1.1, 1.8, 12.1
COc1ccc(Cl)cc1NC(=O)NNC(=O)c1ccccn1
    4.3, -2.8, -2.9, -2.1, 0.0, 9.3, 0.4, 1.8, 4.7
COCCCNC(=O)Cn1nnc(-c2ccc(NC(=O)c3ccc(F)cc3)cc2)n1
    3.0, -7.0, -2.8, -1.9, 0.2, -9.9, 0.8, 2.2, -0.4
CCOc1ccc(Nc2cc(=O)[nH]c(=O)[nH]2)cc1
    -2.1, -0.6, -0.3, 2.7, -0.5, 2.0, 0.4, 1.8, -4.9
Cc1c(C(=O)NC2CCCc3ccccc32)oc2ccccc12 (stereo not drawn)
    19.3, 5.8, 0.8, 0.0, -0.4, -5.9, -0.4, -0.8, -6.8
C/C(CC(=O)Nc1ccc2c(c1)OCCO2)=N\NC(=O)COc1ccccc1C
    8.6, 1.6, 3.1, -7.6, -0.4, -4.5, 0.3, -3.7, -20.1
